Sm TGR block: qHTS Assay for the Inhibitors of Schistosoma Mansoni Peroxiredoxins; Schistosoma mansoni thioredoxin glutathione reductase (TGR), Q962Y6; purified TGR, DTNB reduction, TNB absorbance 405 nm; Potency, µM (series often up to 114 µM), for inactives: at the top dose activity change, negative = inhibition, hits mostly inhibitors; actives 3% (n = 360,000); active = well fitted inhibition curve with a large enough effect; inconclusive = small, poorly fitted or top-dose-only effect; inactive = no such curve, though single readings can be large or run the other way; also: nearly all actives have a fitted effect of over 60% in size
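Kinetic colorimetric format: TGR-catalysed, NADPH-driven DTNB reduction monitored via TNB absorbance. Enzyme dispensed at 20 nM; compound exposure 15 min at room temperature before reaction start.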
The depositor's hits bear a star; ? = inconclusive. % is scaled to controls: 0 for no effect and ±100 for the full control effect; potency is read from the fitted curve at half-maximal effect. A portion of the library, so the mix of outcomes need not match the whole.

SMILES	Sm TGR block
COc1ccc(C(=O)N2CCN(C(=O)COc3ccc(C)cc3)CC2)cc1OC	5%
COCCCNC(=O)CC(c1cc(OC)c(OC)c(OC)c1)N1Cc2ccccc2C1=O (stereo unspecified)	3%
CCCC(=O)N(c1ccc2oc3c(c2c1)CCCC3)S(=O)(=O)c1ccc(CC)cc1	-3%
CCOC(=O)c1[nH]c(C)c(CCC(=O)NCc2ccc(C)cc2)c1C	?
O=C(NCCCc1ccccc1)c1nn(-c2ccccc2)nc1CO	2%
Cc1cccc(N2CCN(C(=O)c3cc4ccc5cccnc5c4[nH]3)CC2)c1C	0%
CCOC(=O)c1ccc(NC(=O)CSc2nc3c(cc2C#N)N2CCC3CC2)cc1	1%
CCN(c1ccccc1C)S(=O)(=O)c1nnc(NC(=O)c2ccc(OC)c(OC)c2)s1	-4%
Cc1cc(C)c2sc(N(Cc3cccnc3)C(=O)CCOc3ccccc3)nc2c1	-32%
Cc1cccc(OCC(=O)Nc2ccc3oc(-c4ccccc4F)nc3c2)c1	0%
CC(C)Cn1cc(NC(=O)N2CCN(c3ccccc3F)CC2)c2ccccc2c1=O	10%
COc1cccc(NC(=O)C(=O)NCCc2sc(-c3cccc(C)c3)nc2C)c1	-1%
CC(C)(C)C(=O)Cn1c(=O)n(-c2ccc(Cl)c(Cl)c2)c(=O)c2c3c(sc21)CCCC3	-6%
CCOc1ccccc1CN1CCc2nc(N3CCN(c4ccccc4F)CC3)ncc2C1	7%
CC(C)(C)c1ccc(S(=O)(=O)Nc2ccc(O)c(Sc3nc4ccccc4s3)c2)cc1	2%

An excerpt taken from the entries so far, as a working copy:
SMILES	Sm TGR block
CC(C)(C)C(=O)Cn1c(=O)n(-c2ccc(Cl)c(Cl)c2)c(=O)c2c3c(sc21)CCCC3	-6%
CCOc1ccccc1CN1CCc2nc(N3CCN(c4ccccc4F)CC3)ncc2C1	7%
CC(C)(C)c1ccc(S(=O)(=O)Nc2ccc(O)c(Sc3nc4ccccc4s3)c2)cc1	2%

Carrying on.
SMILES	Sm TGR block
CC(=O)c1ccc(NC(=O)CN2C(=O)CCc3ccccc32)cc1	-3%
Cc1ccc(C)c(NC(=O)Cn2c(=O)n(Cc3ccc4c(c3)OCO4)c(=O)c3ccccc32)c1	-6%
CCOC(=O)C1CCCN(C(=O)c2ccc3c(c2)sc2nc(-c4ccc(C)cc4C)cn23)C1 (stereo unspecified)	?
COc1ccc2c(CNCc3cccs3)c(C(=O)O)n(Cc3ccc(F)cc3)c2c1	-2%
CCOC(=O)C1CCC(CN(Cc2ccc(Cl)cc2)S(=O)(=O)c2cccc(Cl)c2C)CC1 (stereo unspecified)	9%
Cc1ccc(CSc2cn(CCNC(=O)c3cccs3)c3ccccc23)cc1	6%
Cc1ccc(-n2ncc(C(=O)N3CCN(c4ncccn4)CC3)c2C2CCN(C(=O)OC(C)(C)C)CC2)cc1	-1%
Cc1ccc(CCNC(=O)c2ccc3c(c2)nc2n3CCCCC2)cc1	-7%
O=C(NCc1ccc(F)cc1)c1ccc2nc(N3CCCCC3)sc2c1	1%
Cc1sc2ncn(CC(=O)Nc3ccc(F)cc3Cl)c(=O)c2c1S(=O)(=O)N1CCN(c2ncccn2)CC1	11%
Oc1ccc(-c2nc3ccc(Cl)cn3c2Nc2ccc3c(c2)OCO3)cc1	-1%
CSc1ncc(C(=O)Nc2ccc(Cl)cc2C(=O)c2ccccc2)c(C)n1	6%
COc1ccc(-n2c(=O)c3sc4ccccc4c3n(Cc3ccccc3C)c2=O)cc1OC	5%
CSc1nc(Nc2ccc(C)cc2C)cc(-c2ccccc2)n1	3%
COc1ccccc1C(=O)Nc1ccc2oc(-c3cccc4c(Br)cccc34)nc2c1	0%
Cn1cc(S(=O)(=O)c2ccccc2)c(=O)c2cc(F)c(N3CCN(c4ccc(F)cc4)CC3)cc21	-2%
Cc1nnc2c(N3CCN(c4ccc(F)cc4)CC3)nc3ccc(C(=O)c4ccccc4)cc3n12	2%
CCCc1nn2c(=O)cc(COC(=O)c3ccc(NC(=O)C(C)Oc4ccccc4)cc3)nc2s1 (stereo unspecified)	-1%
Cc1cccc(N2C(=O)N(CC(=O)C(C)(C)C)c3ccccc3S2(=O)=O)c1C	8%
Cc1c2cnn(CC(=O)NCC(C)c3ccccc3)c(=O)c2c(C)n1Cc1cccc(Cl)c1 (stereo unspecified)	-3%
CCC(=O)N1c2ccc(S(=O)(=O)CCC(=O)N3CCN(c4ccc(F)cc4)CC3)cc2CC1C (stereo unspecified)	5.6µM*
Cc1cc(C)cc(-n2c(SCC(=O)Nc3ccccc3)nc3c(oc4ccccc43)c2=O)c1	2%
COc1cc(C(=O)N(Cc2ccc(C(C)C)cc2)C2CCS(=O)(=O)C2)cc(OC)c1OC (stereo unspecified)	-7%
N#Cc1ccc(CSc2nc3c(c(=O)[nH]2)CCC3)cc1	1%
CCc1ccc(-n2nnc(-c3nc(-c4cccs4)no3)c2N)cc1	2%
Cc1ccccc1CSc1nc2ccsc2c(=O)n1CCC(C)C	1%
CC(=O)c1cccc(NC(=O)Cn2c(-c3cncs3)nc3ccccc32)c1	-2%
CCN(c1cccc(C)c1)c1ncnc2c1cnn2-c1cccc(Cl)c1	10%
COc1ccc(Cn2c(SCC(=O)Nc3ccc(OC)cc3)nc3ccccc32)cc1	-6%
COc1ccc(Br)cc1CNC(=O)c1cnc2sc(N3CCCC3)nn2c1=O	0%
CCCn1c2ccccc2c2cnn(CC(=O)Nc3cc(C)c(Cl)cc3OC)c(=O)c21	-12%
CCCN(CCC)CCCNC(=O)Cn1ncc2c3ccccc3n(Cc3ccccc3)c2c1=O	-2%
COc1ccc(Nc2cc(C)nc3c(C)c(C)ccc23)cc1	6%
Cc1ccc(NC(=O)c2c(C)nc3sc(C(=O)Nc4ccc(F)cc4)c(N)c3c2-c2ccccc2Cl)c(C)c1	0%
CCN(C(=O)CSc1nnc(-c2cc3occc3n2C)n1-c1ccccc1C)c1ccccc1	-6%
Cc1ccccc1NC(=O)c1ccc(F)c(S(=O)(=O)NC2CCCC2)c1	-1%
CCCN(c1ccccc1F)S(=O)(=O)c1cc(-c2cc(C)no2)ccc1C	5%
COc1cccc(CNC(=O)CSc2ncc(S(=O)(=O)c3ccc(Br)cc3)c(=O)[nH]2)c1	1%
COc1ccc(CC(=O)NCC(c2cccs2)S(=O)(=O)c2ccc(F)c(C)c2)cc1 (stereo unspecified)	-7%
CC(=O)NCCNC(=O)CCCc1nnc2n(CC(C)C)c(=O)c3sccc3n12	-2%
Cc1ccc2c(c1)-c1onc(C(=O)N3CCN(c4cc(Cl)ccc4C)CC3)c1CO2	2%
CCc1ccccc1NC(=O)c1nc2nc(C)cc(C(F)F)n2n1	7%
Cn1nnc2c(N3CCN(c4ccccc4F)CC3)ncnc21	2%
O=S(=O)(c1ccc(F)cc1)N(Cc1nc(-c2ccccc2)no1)C1CCCCC1	8%
CN1CCN(C(=O)c2cnn(-c3ccc(F)cc3F)c2C2CCN(C(=O)OC(C)(C)C)CC2)CC1	2%
CCOC(=O)C1CCCN(C(=O)Cn2ncc3c(C)n(Cc4ccccc4F)c(C)c3c2=O)C1 (stereo unspecified)	-6%
CCCN(C(=O)NCc1noc2ccc(C)cc12)c1ccc(Cl)c(Cl)c1	7%
Cc1cc(F)ccc1NC(=O)CCS(=O)(=O)c1cc2c3c(c1)CCN3C(=O)CC2	10%
Cc1ccc(NC(=O)/C=C\C(=O)N(c2ccc(C(C)C)cc2)C(C(=O)NCc2ccco2)c2ccc(Cl)cc2)cc1 (stereo unspecified)	?
CCOC(=O)c1noc2ncnc(Nc3ccc(F)cc3F)c12	-12%
COc1ccc(NC(=O)c2ccc3nc(CCc4ccccc4)oc3c2)c(OC)c1	12%
Cc1ccc(-c2cn3c(n2)sc2cc(C(=O)NCCCc4ccccc4)ccc23)cc1	-8%
O=C(CSc1nc2c(c(=O)[nH]1)CN(Cc1ccc3c(c1)OCO3)CC2)Nc1cc(F)ccc1F	-9%
COc1ccc(-c2c(C#N)c(SCC(=O)Nc3ccc(C)c(C)c3)nc(C)c2C(=O)Nc2ccc(Cl)cc2)cc1	0%
COc1ccc(NC(=O)c2c(-c3ccccc3)c(-c3ccccc3)nn(C)c2=O)c(OC)c1	-3%
CCc1ccc2oc(C(=O)Nc3cc(C)ccc3C)cc(=O)c2c1	3%
Cc1cccc(NC(=O)C2CCC(CNS(=O)(=O)c3ccc4c(c3)CCCC(=O)N4)CC2)c1C (stereo unspecified)	0%
Cc1cc(C)cc(OCC(=O)Nc2ccc(Cl)c(-c3nc4ncccc4o3)c2)c1	8%
COc1ccc(OCC(=O)N2CCN(Cc3cc(=O)n4nc(-c5ccccc5C)sc4n3)CC2)cc1	-6%
Cc1ccc(C)c(NS(=O)(=O)c2ccc3c(c2)CCCN3C(=O)C2CCC2)c1	2%

In the list so far, these have two or more sulfur atoms.
SMILES	Sm TGR block
CCN(c1ccccc1C)S(=O)(=O)c1nnc(NC(=O)c2ccc(OC)c(OC)c2)s1	-4%
CC(C)(C)c1ccc(S(=O)(=O)Nc2ccc(O)c(Sc3nc4ccccc4s3)c2)cc1	2%
Cc1ccc(CSc2cn(CCNC(=O)c3cccs3)c3ccccc23)cc1	6%
Cc1sc2ncn(CC(=O)Nc3ccc(F)cc3Cl)c(=O)c2c1S(=O)(=O)N1CCN(c2ncccn2)CC1	11%
Cc1ccccc1CSc1nc2ccsc2c(=O)n1CCC(C)C	1%
COc1cccc(CNC(=O)CSc2ncc(S(=O)(=O)c3ccc(Br)cc3)c(=O)[nH]2)c1	1%
COc1ccc(CC(=O)NCC(c2cccs2)S(=O)(=O)c2ccc(F)c(C)c2)cc1 (stereo unspecified)	-7%

Following part
SMILES	Sm TGR block
Cc1ccc(NS(=O)(=O)c2ccc3nc(-c4ccccc4)[nH]c3c2)c(Cl)c1	-3%
O=C1c2ccccc2C(=O)C1(c1ccccc1)N1CCN(c2cccc(C(F)(F)F)c2)CC1	9%
COc1ccc(/C=C/C(=O)Nc2cccc(F)c2)cc1	-4%
CCOc1cccc2c1Oc1nc(-c3ccccc3)nc(SCC(=O)Nc3ccc(F)cc3)c1C2	-3%
COC(=O)c1ccccc1NC(=O)CCC(=O)N1CCOc2ccccc21	3%
COc1ccc2c(CNC3CCCCCC3)c(C(=O)O)n(Cc3ccc(C)cc3)c2c1	-10%
CCCCC(=O)Nc1ccccc1C(=O)OCc1cc(=O)n2nc(C3CCCCC3)sc2n1	1%
CC(C)COC(=O)/C(C#N)=C\c1ccc(-c2ccccc2Cl)o1	0%
Cc1ccccc1CCNC(=O)c1ccc2c(c1)nc1n2CCOC1	12%
CCc1ccc(-n2nc(C)c3c2NC(=O)CSC3c2ccccc2C)cc1 (stereo unspecified)	-6%
Cc1cccc(Cn2cc(C(=O)Nc3ccc(F)c(C(F)(F)F)c3)ccc2=O)c1	1%
O=C(CCCCCn1c(=O)c2sccc2n(Cc2ccc(Cl)cc2)c1=O)NCc1ccc2c(c1)OCO2	-2%
COc1ccc(C)cc1S(=O)(=O)NCC(c1ccc(N(C)C)cc1)N1CCc2ccccc21 (stereo unspecified)	-5%
Cc1cc2ccccc2n1CCNC(=O)c1ccc(Br)cc1	2%
Cc1ccc(-n2nc(C)c3c(C)c(CCC(=O)NCc4ccccc4Cl)c(C)nc32)cc1	-2%
CC(C)c1nn2c(=O)cc(COC(=O)c3ccco3)nc2s1	0%
CCC(Sc1nc2cc(OC)c(OC)cc2c(=O)n1Cc1ccc(Cl)cc1)C(=O)NCCOC (stereo unspecified)	3%
CCOC(=O)c1ccc(N2C(=O)c3[nH]nc(-c4ccc(OC)cc4)c3C2c2ccc(C)cc2)cc1 (stereo unspecified)	5%
Cc1ccc(-n2nc(C(=O)NC(C)C)c(=O)n(C)c2=O)cc1	-5%
CCOC(=O)N1CCc2c(sc3c2c(=O)n(CCc2ccccc2)c(=O)n3Cc2c(F)cccc2Cl)C1	2%
CCOC(=O)c1c(NC(=O)c2ccc(S(=O)(=O)N(CC)CC)cc2)sc2c1CCCCC2	-9%
O=C(Cn1ccc2cc(S(=O)(=O)N3CCCCCC3)ccc21)NCCc1ccc(Cl)cc1	3%
CCc1cnc2c(c1SCC(=O)N1CCCCC1)c(=O)n(C)c(=O)n2C	2%
COC(=O)c1sc2cccc(F)c2c1S(=O)(=O)N1CCN(c2ccccc2OC)CC1	0%
Cc1c(Cl)cccc1NC(=O)CCCn1nc(C)c2sc3ccccc3c2c1=O	7%
COc1cccc(-n2c(/C=C\c3ccc(Cl)cc3)nc3ccccc3c2=O)c1	9%
CCCOc1ccc(C2C(=O)N(C3CCCCC3)CC(=O)N2CCc2ccccc2)cc1OC (stereo unspecified)	5%
Cc1ccc(NC(=O)Cc2coc3c(C)c(C)ccc23)c(C)c1	6%
Cc1ccc(NC(=O)Cn2c(=O)oc3cc(S(=O)(=O)N4CCC(C)CC4)ccc32)cc1Cl	22%
CC(NC(=O)c1ccccc1NC(=O)c1nsc2ccccc12)c1ccccc1 (stereo unspecified)	3%
Cc1cccc(OCCSc2nc3ccccc3n2CC(=O)N2CCOCC2)c1C	0%
COc1ccccc1CNC(=O)CCn1c(=O)c2ccccc2n(CC(=O)Nc2cc(Cl)ccc2C)c1=O	0%

Looked up by structure from the entries so far, 3 records:
SMILES	Sm TGR block
CCCN(CCC)CCCNC(=O)Cn1ncc2c3ccccc3n(Cc3ccccc3)c2c1=O	-2%
O=C(NCc1ccc(F)cc1)c1ccc2nc(N3CCCCC3)sc2c1	1%
COC(=O)c1ccccc1NC(=O)CCC(=O)N1CCOc2ccccc21	3%

Compound activity deposited in PubChem by National Center for Advancing Translational Sciences (NCATS).
